Screens (PubChem)
Akt phos inh: HTS Assay for Inhibitors of Akt Phophorylation: Primary Screen; actives 0.32% (n = 360,000); Neuro2A IGF-stimulated pAkt S473 HTRF, 20 min; hits give low values; activity change, % for hits at 50 µM; AID 651550, 2012; in the data active means activity change below about -80%; inconclusive means mostly about -51% to -80%; further: on the % scale 0 is the no-effect control and ±100 the full control effect
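Neuro2A cells in DMEM with 0.5% FBS, overnight at 37 deg C, given compound at single 50 µM final, then IGF (6 nM final) for 20 min at 37 deg C. Lysed; phospho-Akt Ser473 by HTRF after 24 h, 665/615 ratio.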
EPAC2 agonist: qHTS for Agonist of cAMP-regulated guanine nucleotide exchange factor 4 (EPAC2): primary screen. Rap guanine nucleotide exchange factor 4 (Homo sapiens), Q8WZA2. EPAC2 activation, biochemical qHTS; response scale: 100% = 6.5 mM cAMP response. Potency, µM (titrated, usually from 154 µM), for inactives: at the top dose activation, actives largely listed as activators. actives 0.079% (n = 360,000); further: potency means the concentration at half of the fitted maximal effect; nearly all actives have a fitted effect of over 50% in size
Target sequence (Q8WZA2 whole entry, looked up): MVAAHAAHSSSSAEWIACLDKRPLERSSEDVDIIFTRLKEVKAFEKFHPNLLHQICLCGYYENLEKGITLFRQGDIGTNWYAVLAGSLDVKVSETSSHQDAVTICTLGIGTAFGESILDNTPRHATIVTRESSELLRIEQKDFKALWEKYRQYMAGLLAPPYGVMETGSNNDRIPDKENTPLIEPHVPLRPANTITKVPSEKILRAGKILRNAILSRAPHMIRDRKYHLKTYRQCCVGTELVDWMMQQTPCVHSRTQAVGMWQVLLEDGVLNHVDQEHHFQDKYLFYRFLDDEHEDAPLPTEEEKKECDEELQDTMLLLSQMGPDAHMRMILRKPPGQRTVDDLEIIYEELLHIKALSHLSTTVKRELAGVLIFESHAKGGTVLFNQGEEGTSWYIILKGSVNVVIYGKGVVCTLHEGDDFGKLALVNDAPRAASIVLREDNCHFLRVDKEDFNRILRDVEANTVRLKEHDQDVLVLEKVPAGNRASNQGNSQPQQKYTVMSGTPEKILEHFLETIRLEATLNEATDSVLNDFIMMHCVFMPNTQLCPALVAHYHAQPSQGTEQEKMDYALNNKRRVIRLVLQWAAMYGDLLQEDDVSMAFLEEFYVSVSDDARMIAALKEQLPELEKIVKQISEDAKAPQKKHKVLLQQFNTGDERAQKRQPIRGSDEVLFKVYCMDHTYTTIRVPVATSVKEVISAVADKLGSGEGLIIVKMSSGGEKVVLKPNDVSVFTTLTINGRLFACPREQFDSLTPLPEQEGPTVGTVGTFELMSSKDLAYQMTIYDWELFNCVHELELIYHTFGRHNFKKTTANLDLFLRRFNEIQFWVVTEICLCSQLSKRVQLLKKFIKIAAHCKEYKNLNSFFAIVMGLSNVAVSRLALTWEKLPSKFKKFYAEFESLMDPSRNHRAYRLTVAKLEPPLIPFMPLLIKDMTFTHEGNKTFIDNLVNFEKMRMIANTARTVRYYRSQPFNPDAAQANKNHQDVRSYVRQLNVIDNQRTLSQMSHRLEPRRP
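Readout is BODIPY fluorescence (480 nm excitation, 540 nm emission), which falls as labeled GDP is exchanged off Rap1B. EPAC2 at 100 nM acted on 250 nM RAP1B-BODIPY-GDP with 50 uM GDP present.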
TGFb inhibitor: qHTS for Inhibitors of TGF-b. actives 1.2% (n = 410,000). HepG2 CAGA-GFP TGF-b/SMAD3 reporter, GFP fluorescence, 18 h; TGF-beta stimulated, 500 pg/mL final. AID 588855, 2011. Potency, µM (titrated, usually from 46.1 µM), for the others: at the highest dose activity, negative = inhibition, actives largely listed as inhibitors; further: potency means the concentration at half of the fitted maximal effect; on the % scale 0 is the no-effect control and ±100 the full control effect; nearly all actives have a fitted effect of over 65% in size
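HEPG2 CAGA-GFP, 1000 cells/well; 2 h settle, 37 C; cpd via pin tool; TGF-b 500 pg/mL final; 18 h, 37 C; GFP imaging ex488/em500-530; %Activity normalised to -TGF-b and +DMSO controls; CRC fit, curve class.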
EPAC2 antagonist: qHTS for Antagonist of cAMP-regulated guanine nucleotide exchange factor 2 (EPAC2): primary screen | AID 720708, 2013 | actives 0.18% (n = 360,000) | Potency, µM (titrated, usually from 114 µM), without a hit: at the highest dose activity, negative = inhibition, actives largely listed as inhibitors | Rap guanine nucleotide exchange factor 4 (Homo sapiens), Q8WZA2 | EPAC2 GEF exchange of Rap1B-BODIPY-GDP, fluorescence; further: potency means the concentration at half of the fitted maximal effect; on the % scale 0 is the no-effect control and ±100 the full control effect; nearly all actives have a fitted effect of over 45% in size; many of its hits are not listed in these tables
A549 viability: Nrf2 qHTS screen for inhibitors: counterscreen for cytotoxicity. A549 ARE-Fluc cells, CellTiter-Fluor viability, 18-24 h. Potency, µM (highest dose often 46 µM), inactives show at the top dose activity change, negative = cytotoxicity, actives largely listed as inhibitors. actives 0.16% (n = 390,000); further: potency means the concentration at half of the fitted maximal effect; on the % scale 0 is the no-effect control and ±100 the full control effect
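Cytotoxicity counterscreen: CellTiter-Fluor fluorescence was measured in A549 ARE_Fluc cells after 18-24 h of compound exposure in a concentration series. The subsequent BugLite luminescent read reports ARE-luciferase activity.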
Nrf2 ARE act: qHTS of Nrf2 Activators. AREc32 ARE-luciferase reporter (MCF7-derived line), luminescence, 24 h. Potency, µM (series often up to 46.1 µM), inactives show at the top dose activation, usual class: activators. actives 0.31% (n = 410,000); further: potency means the concentration at half of the fitted maximal effect; % of control where 0% means no effect; nearly all actives have a fitted effect of over 65% in size
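Luciferase luminescence (Steady-Glo, 30 min at room temperature) served as the read-out of ARE activation in AREc32 cells treated with compounds for 24 hr at 37 deg C.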
Mm-Cpn inhibitor: Inhibitors of TCP-1 ring complex (TRiC) of Methanococcus maripaludis (MmCpn): qHTS; actives 0.031% (n = 330,000); purified Mm-Cpn ATPase, ADP Transcreener TR-FRET; AID 504842, 2011; Potency, µM (top dose mostly 76.9 µM), without a hit: top-dose activity, negative = inhibition, most hits filed as inhibitors; Chaperonin Mm-Cpn (Methanococcus maripaludis); further: potency means the concentration at half of the fitted maximal effect; on the % scale 0 is the no-effect control and ±100 the full control effect; nearly all actives have a fitted effect of over 80% in size
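ATPase read-out: TR-FRET ADP immunoassay (anti-ADP Eu cryptate vs ADP-d2), ex 320 nm, em 590/665 nm; signal drops as ADP forms. Enzyme 25 nM, ATP 10 uM, 30 min at 37°C after 10 min compound preincubation.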
CCT chaperon mod: High-Throughput Screening for Modulators of Cytosolic Chaperonin Activity. actives 0.3% (n = 360,000). purified chaperonin ATPase assay, HTRF ADP detection, 30 min. activity change, % (concentration not given with the values), hits read low; in the data active means activity change below about -30%; further: on the % scale 0 is the no-effect control and ±100 the full control effect
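Nucleotide hydrolysis assay: TRiC at 20–40 nM final (set by batch activity) with 10 uM ATP, 30 min at 37 °C, in presence of 76 uM compound. Detection by competitive ADP HTRF, 30 min ambient.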
Nrf2 inh: Nrf2 qHTS screen for inhibitors | Potency, µM (highest dose often 46 µM), inactives show at the highest dose activity change, negative = inhibition, most hits filed as inhibitors | actives 2.1% (n = 360,000) | AID 504444, 2011 | A549 ARE-Fluc reporter, luciferase luminescence, 18-24 h; further: potency means the concentration at half of the fitted maximal effect; on the % scale 0 is the no-effect control and ±100 the full control effect; nearly all actives have a fitted effect of over 60% in size
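Cells were seeded and rested 2 h, then exposed to compounds for 18-24 h. CellTiter-Fluor was read first as a viability measure. BugLite was added 15 min before the final luminescent read of ARE-luciferase activity in A549 cells.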
Active calls of the source: *; i = inactive; ? = inconclusive; · = no result given; & = joins results of further samples; [ ] = another dose, or the depositor's remark. Unless noted, the call rests on the fitted dose curve; in most records, active means well fitted curve in the direction sought with a large enough effect; inconclusive means small, poorly fitted or top-dose-only effect, or another doubt; inactive means no such curve, though single readings can be large; an effect the other way counts as inactive or inconclusive. Only part of the results is shown. The share of hits here may be higher or lower than overall.

SMILES | Akt phos inh | EPAC2 agonist | TGFb inhibitor | EPAC2 antagonist | A549 viability | Nrf2 ARE act | Mm-Cpn inhibitor | CCT chaperon mod | Nrf2 inh
CCCC(=O)N(c1ccc(OCC)cc1)S(=O)(=O)c1ccc2c3c(cccc13)C(=O)N2C | i | -5% | -12% | -9% | 7% | 0.4% | 1% | -0.9 | ?
CCC/C=C/c1ccc(CN2C(C)C(=O)N(Cc3cn(CCC4OCCCO4)nn3)CCS2(=O)=O)cc1 (stereo not drawn) | i | -1% | -19% | 1% | · | 5.0% | · | 0.7 | ·
O=C(CSc1nnc(Nc2ccccc2F)s1)NC(=O)CN1CCCC1=O | i | 3% | 2% | 3% | 0% | -0.7% | -3% | -2.5 | ?
CC(=O)Nc1nc(C)c(S(N)(=O)=O)s1 | i | -1% | 4% | 2% | -2% | 0.4% | 3% | -1.0 | -6%
CCOC(=O)N1CCN(c2cc(=O)n(C3CCCCC3)c(=O)[nH]2)CC1 | i | -1% | 16% | 10% | -7% | 2.9% | 0% | 0.4 | 5%
Cc1nn(-c2ccc(Br)cc2)c(=O)c2ccccc12 | i | 8% | 8% | 4% | 1% | 10% | 1% | 2.0 | ?
CC(=O)NCCn1c(C)cc2ccccc21 | i | -4% | 1% | 13% | -8% | -0.2% | 1% | -2.2 | -5%
O=c1c2cnn(-c3ccccc3)c2nnn1/N=C/c1cccnc1 | i | 2% | 4% | -2% | 0% | 0.2% | -1% | -1.2 | 3%
Cc1cc(C)n(CCC(=O)N2c3ccccc3CC2C)n1 (stereo not drawn) | i | 14% | 0% | 6% | -15% | -0.2% | 0% | -1.3 | 0%
CCOc1ccc(OCC)c(NC(=O)C2CCN(c3ncccn3)CC2)c1 | i | 1% | -2% | 20%[57.1 µM] | 9% | -0.2% | 1% | -2.1 | ?
CN(C)c1nc(Nc2ccc(Cl)c(Cl)c2)nc(N(C)C)n1 | i | -8% | -6% | 1% | 1% | 3.8% | 1% | -1.9 | 18%
O=C(CN1C(=O)c2cccc3cccc1c23)Nc1ccc2c(c1)OCO2 | i | 6% | 1% | -1% | -1% | -0.3% | -2% | -1.4 | ?
NNC(=O)CN1CCCc2ccccc21 | i | 8% | -11% | -8% | 1% | 4.2% | -6% | -2.1 | ?
COCCCn1c(=N)c(C(=O)NC2CCCC2)cc2c(=O)n3ccccc3nc21 | · | · | 20% | · | ? | 0.1% | · | · | 8%
C=COCCNC(=O)C(=O)NCC(C)C | i | 8% | 18% | 7% | -9% | 1.8% | · | -0.7 | -16%
CCN(Cc1ccccc1)C(=O)C1CCN(Cc2ccc(OC)c(OC)c2OC)CC1 | i | -1% | 14% | 6% | 19% | -0.1% | -1% | -1.1 | 9%
OC(COc1ccc(Cl)cc1Cl)CN1CCc2ccccc2C1 (stereo not drawn) | i | 12% | ? | -19% | -6% | 0.7% | 3% | -12 | 10%
Clc1ccc(OCc2nnnn2-c2ccccc2)cc1 | i | 1% | 4% | -9% | 5% | 0.3% | 1% | -0.7 | 1%
COc1ccc(Nc2nnc(-c3ccc(C)c(S(=O)(=O)N4CCOCC4)c3)c3ccccc23)cc1 | · | · | ? | · | -11% | -1.5% | · | · | -27%
O=C(O)c1ccc(Nc2nc3ccccc3c3nncn23)cc1 | · | · | 37% | · | -3% | -0.3% | · | · | 10%
Brc1ccccc1C1=Nn2c(nnc2-c2ccccc2)SC1 | i | 2% | -16% | -12% | -6% | -0.3% | 2% | 1.2 | -4%
CCOC(=O)CC1=NN(c2ccccc2)C(=O)C1 | i | 5% | 7% | -8% | -4% | 2.4% | 1% | 2.4 | -13%
CC1=C(C#N)C(c2ccc(O)cc2)C(C#N)=C(C)N1 | i | 5% | 15% | 3% | 2% | 0.2% | 1% | -1.2 | -2%
O=C(Cc1ccc(F)cc1)Nc1nc(-c2ccc(F)c(F)c2)cs1 | i | 26% | ? | -8% | -29% | 9.0% | -2% | -2.6 | 23µM*
O=C(O)c1ccccc1OCCN1CCCC1=O | i | 6% | 3% | 11% | 0% | 0.3% | 1% | 3.3 | 5%
Cc1ccc(CCN2CC(C(=O)NC3CCCC3)CC2=O)cc1 (stereo not drawn) | i | 15% | -10% | -1% | -4% | 0.1% | 0% | -0.3 | 6%
Cc1ccccc1C(=O)n1nc(-c2cccnc2)nc1NCc1ccccc1 | · | · | ? | · | 1% | 3.2% | · | · | -7%
Cc1ccc(OCCSc2nc(-c3cccs3)nc3cc(=O)[nH]n23)cc1Cl | · | · | ? | · | 24% | 6.7% | · | · | ?
CCN1C(=O)C(=CC=CN(C)c2ccccc2)SC1=S | i | 89µM* | 30%[activator] | -3% | · | 6.8% | · | 0.6 | ·
Cc1cc(C)n(Cc2ccc(C(=O)Nc3ccc(Br)cc3C)o2)n1 | i | -8% | 0% | -5% | 1% | -0.1% | 0% | 1.7 | -10%
Cc1nn(-c2ccccc2)c(Cl)c1C(=O)OC(C)C(=O)Nc1ccc2c(c1)OCO2 (stereo not drawn) | i | 16% | -11% | -15% | -1% | -0.3% | -2% | -1.9 | -8%
CCOc1cc(C(=O)NC(C)C2CCCO2)cc(OCC)c1OCC (stereo not drawn) | i | 9% | 11% | 1% | -1% | -0.2% | -1% | -0.8 | -17%
COc1cccc(CNC(=O)CN2C(=O)COc3ccc(S(=O)(=O)N4CCCCCC4)cc32)c1 | i | 17% | ? | 2% | 2%&-1% | 5.3%&4.2% | 1% | -2.2 | 0%&2%
Cc1nc(SCC(=O)NCc2ccco2)c2c3c(sc2n1)CCCC3 | i | 5% | -10% | -2% | -12% | 5.5% | -5% | -16 | -15%
O=c1nc(-c2ccccc2)cc(-c2ccccc2)[nH]1 | i | -2% | 4% | 2% | -1% | 7.6% | 0% | 0.3 | -4%
CCCN(CC1CC1)c1cc2c(c3c1ccn3C)C1CCC2C1 (stereo not drawn) | i | 5% | ? | ? | · | -3.0% | · | 0.4 | ·
Cc1nn(Cc2ccc(C(=O)n3cccn3)o2)c(C)c1Br | i | 4% | 0% | 1% | -16% | -1.1% | 3% | -1.6 | -12%
CC(OC(=O)c1ccc(S(=O)(=O)NCc2ccco2)cc1)C(=O)Nc1ncc(Cl)cc1Cl (stereo not drawn) | i | 3% | ? | 17% | -2% | 5.0% | 3% | 0.2 | 8%
COC(=O)CCCC(=O)NC1CC(C)(C)Cc2c1cnn2-c1ccc(C)cc1 (stereo not drawn) | i | 2% | 18% | -2% | -4% | 0.2% | -1% | 2.6 | 8%
CC(C)=C(NC(=O)c1ccccc1)C(N)=O | i | 8% | -5% | -2% | 10% | 0.5% | 0% | -0.7 | 20%

Filtered by structure: those above with an aryl thioether with sulfur outside any ring (3)
SMILES | Akt phos inh | EPAC2 agonist | TGFb inhibitor | EPAC2 antagonist | A549 viability | Nrf2 ARE act | Mm-Cpn inhibitor | CCT chaperon mod | Nrf2 inh
O=C(CSc1nnc(Nc2ccccc2F)s1)NC(=O)CN1CCCC1=O | i | 3% | 2% | 3% | 0% | -0.7% | -3% | -2.5 | ?
Cc1ccc(OCCSc2nc(-c3cccs3)nc3cc(=O)[nH]n23)cc1Cl | · | · | ? | · | 24% | 6.7% | · | · | ?
Cc1nc(SCC(=O)NCc2ccco2)c2c3c(sc2n1)CCCC3 | i | 5% | -10% | -2% | -12% | 5.5% | -5% | -16 | -15%

Back to the main list, starting 2 compounds before the break.
SMILES | Akt phos inh | EPAC2 agonist | TGFb inhibitor | EPAC2 antagonist | A549 viability | Nrf2 ARE act | Mm-Cpn inhibitor | CCT chaperon mod | Nrf2 inh
COC(=O)CCCC(=O)NC1CC(C)(C)Cc2c1cnn2-c1ccc(C)cc1 (stereo not drawn) | i | 2% | 18% | -2% | -4% | 0.2% | -1% | 2.6 | 8%
CC(C)=C(NC(=O)c1ccccc1)C(N)=O | i | 8% | -5% | -2% | 10% | 0.5% | 0% | -0.7 | 20%
CCC(=O)Nc1ccc2nc(SCCOc3ccc(C)cc3OC)sc2c1 | · | · | -1% | · | -2% | 3.9% | · | · | ?
CCOC(=O)Cn1nnnc1CN(Cc1cccs1)Cc1cc2cc(C)cc(C)c2[nH]c1=O | i | 6% | ? | -5% | -1% | 0.2% | -17% | -3.4 | 15%
Cc1ccc(NC(=O)CSc2cccc3cccnc23)c(C)c1 | i | 4% | 14µM* | 4% | 2% | ? | 0% | -0.2 | 1%
N#CCSc1nc2ccccc2c(=O)n1CCCC(=O)NCC1CCCO1 (stereo not drawn) | i | 3% | 5% | -6% | -2% | 2.1% | -1% | -0.9 | -3%
COc1ccccc1C(=O)N/C(=C/c1ccc2c(c1)OCO2)C(=O)Nc1cccc(C(=O)O)c1 | i | 14% | -8% | 3% | 2% | -0.5% | 2% | -2.3 | 4%
O=c1cc(O)sc2ccccc12 | i | 15% | -1% | 4% | -2% | 6.7% | -3% | -1.6 | 4%
COc1ccccc1C1=NOC(C)(c2nnc(Cc3ccccc3)o2)C1 (stereo not drawn) | i | 0% | ? | 11% | 4% | 3.6% | 0% | 0.5 | 9%
